XiGFP reactiv: activators of inactive X chromosome reactivation, primary screen, imaging, XiGFP fibroblasts, GFP high-content imaging, set 2; XiGFP mouse fibroblasts, % GFP-positive cells imaging, 3 d; cells co-treated with 5-aza-dC sensitizer; scaled so ellipticine positive control = 100%; activation, % at 7.58 µM; actives 0.055% (n = 360,000);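 active means mean normalized replicate activation at least 10% and every replicate at or above 10%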;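 further: 0% = median of on-plate neutral control wells and 100% = ellipticine 6 µM median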
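material = 68-5-11 XiGFP fibroblast line | medium = DMEM plus 5-aza-dC sensitizer | schedule = 3 days compound exposure | benchmarks = positive control ellipticine, 6 µM final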
ERAP1 HTS inh: human ERAP1 aminopeptidase inhibitors, primary screen, biochemical, single point, plate reader | Endoplasmic reticulum aminopeptidase 1 (Homo sapiens), Q9NZ08 | recombinant ERAP1, Leu-AMC fluorescence, 60 min | inhibition, % at 10.7 µM | actives 0.15% (n = 340,000) | AID 652197, 2013;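 active means mean replicate inhibition of at least 30%, or all replicates individually reaching that 30% level; inactive means mean below 30% and not every replicate reaching it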;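 further: 0% = neutral control wells and 100% = L-leucinethiol positive control wells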
Target sequence (Q9NZ08 whole entry, looked up): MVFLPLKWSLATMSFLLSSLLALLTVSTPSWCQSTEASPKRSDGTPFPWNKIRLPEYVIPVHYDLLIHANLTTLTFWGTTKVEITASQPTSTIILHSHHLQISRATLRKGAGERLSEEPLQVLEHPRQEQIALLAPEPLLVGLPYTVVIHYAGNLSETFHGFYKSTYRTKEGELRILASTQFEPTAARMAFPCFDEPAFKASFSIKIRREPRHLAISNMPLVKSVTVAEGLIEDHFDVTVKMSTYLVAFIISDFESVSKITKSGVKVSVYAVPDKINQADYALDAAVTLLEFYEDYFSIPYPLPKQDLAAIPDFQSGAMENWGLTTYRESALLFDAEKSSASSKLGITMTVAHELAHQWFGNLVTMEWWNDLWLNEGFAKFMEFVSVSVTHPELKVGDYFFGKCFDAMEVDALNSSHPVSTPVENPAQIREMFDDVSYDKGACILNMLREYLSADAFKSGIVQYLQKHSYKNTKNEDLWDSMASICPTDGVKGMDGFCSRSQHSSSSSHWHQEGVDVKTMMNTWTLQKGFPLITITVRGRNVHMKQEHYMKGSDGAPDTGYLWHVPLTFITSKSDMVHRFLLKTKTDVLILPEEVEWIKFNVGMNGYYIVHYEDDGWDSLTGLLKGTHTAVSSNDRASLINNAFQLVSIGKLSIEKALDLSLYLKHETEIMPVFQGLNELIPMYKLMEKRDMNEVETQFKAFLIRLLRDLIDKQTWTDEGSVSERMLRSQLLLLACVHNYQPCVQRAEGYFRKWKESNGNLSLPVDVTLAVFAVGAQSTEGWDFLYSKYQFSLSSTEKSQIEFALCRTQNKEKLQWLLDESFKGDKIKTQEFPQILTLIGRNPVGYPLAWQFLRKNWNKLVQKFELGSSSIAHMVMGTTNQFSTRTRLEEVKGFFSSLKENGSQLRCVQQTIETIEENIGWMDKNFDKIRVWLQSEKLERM
RAD54 branch: inhibitors of human RAD54 branch migration, primary screen, biochemical, fluorescence, single point | DNA repair and recombination protein RAD54-like (Homo sapiens), Q92698 | RAD54 Holliday junction branch migration, FAM/BHQ fluorescence | inhibition, % at 10.4 µM | actives 0.14% (n = 360,000) | AID 602329, 2012;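 active means mean normalized replicate activity at least 40 and at least half of replicates scoring 40 or more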;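 further: 0% = median of neutral control wells and 100% = median of positive control wells; inhibitors cause a drop in the FAM fluorescence signal; in these data hits start at about 50%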
esBAF inh: Bmi1 luciferase reporter increase in mESCs, primary screen, esBAF inhibitor project, mouse ES cells, Bmi1 luciferase knock-in, single point; 24 h; 100% = twice the neutral-well signal; reporter increase, % at 12.5 µM; actives 2% (n = 350,000); AID 602393, 2012; in the data active means activation above about 40%;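 further: 0% = median of the plate's neutral control wells and 100% = double that signal; a rise in the Bmi1 reporter signal indicates esBAF inhibition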
INS-1E GSIS act: GLuc luminescence reporter in INS-1E cells, primary screen for activators of glucose-dependent secretion of insulin; AID 743287, 2014; INS-1E GLuc reporter insulin secretion, 2-3 h; actives 0.61% (n = 370,000); activation, % at 16.6 µM;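 active means lowest replicate activation of at least 40%, so every replicate reaches that level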;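 further: 0% = median of neutral control wells and 100% = median of IBMX positive control wells; some compounds called inactive have numbers as strong as hits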
CFTR F508del cor: F508del CFTR correction, initial screen, CFBE line, single point; CFBE cells, YFP halide quenching; stimulated with forskolin plus potentiator P3; % fluorescence drop versus neutral controls; activity (quench increase), % at 7.58 µM; actives 0.36% (n = 350,000);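 active means mean added fluorescence quench of at least 8% versus neutral control, with both replicates also reaching 8%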;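 further: cells transiently co-express mutant CFTR-F508del with the halide-sensitive YFP; corrector assay measuring rescue of mutant channel to the surface after 24 h compound exposure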
RAD52 anneal inh: RAD52 DNA annealing inhibitors, primary screen, biochemical, FRET, single point, set 2 | DNA repair protein RAD52 homolog (Homo sapiens), P43351 | recombinant RAD52 DNA annealing, FRET fluorescence | inhibition, % at 18.7 µM | actives 0.46% (n = 360,000);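 active means every replicate showing at least 50% inhibition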
ARNT TACC3 PPI: disruptors of ARNT/TACC3 protein interaction, primary screen, biochemical, AlphaScreen, single concentration. AlphaScreen His-ARNT PAS-B/GST-TACC3 binding, luminescence; TACC3 fragment carries E629A point mutation. inhibition, % at 9.99 µM. actives 0.66% (n = 390,000);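 active means mean inhibition of replicates at least 50% and at least half of replicates each reaching 50%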;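 further: 0% = complete ARNT plus TACC3 wells and 100% = ARNT alone without TACC3; many hits fall short of the cut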
Starred values were filed as active, the others as inactive; / = not tested or not shown.

entry	SMILES	XiGFP reactiv	ERAP1 HTS inh	RAD54 branch	esBAF inh	INS-1E GSIS act	CFTR F508del cor	RAD52 anneal inh	ARNT TACC3 PPI
1	COc1ccc(-c2cnc3c(c2)C(=O)N([C@H](C)CO)C[C@H](C)[C@@H](CN(C)C(=O)Cc2ccccn2)O3)cc1	-2.0	1	0	-6	21	-2.1	3	-1
2	CN(CCOc1ccc(Cl)cc1)C(=O)CN1C(=O)NC2(CCCC2)C1=O	0.3	4	/	-8	-48	-1.3	-5	-4
3	CCOP(=O)(c1ccccc1)c1nc(-c2ccccc2C)oc1NCc1ccccc1 (centres undefined)	-0.1	/	/	/	7	2.3	-13	-8
4	O=C(c1ccc(F)cc1)N1CC(=O)N2[C@H](CO)[C@H](c3ccc(-c4cccnc4)cc3)[C@H]2C1	0.2	0	/	/	2	1.4	-9	/
5	Cn1cnc(S(=O)(=O)N[C@H]2CC[C@@H](CC(=O)N3CCN(c4ccccc4)CC3)O[C@@H]2CO)c1	-0.3	-1	5	3	9	0.0	-4	-5
6	COc1ccc(OCCOC(=O)c2ccc(F)c(S(=O)(=O)N3CCOCC3)c2)cc1	0.2	0	-1	2	-42	-0.3	-14	5
7	CCOC(=O)C1=CC[C@H]2c3c(c4ccccc4n3C)C(=O)C1N2Cc1ccccc1	-0.1	1	4	-8	/	-1.3	-25	-24
8	O=C(c1ccc(Cl)s1)N1CCN(c2ncccn2)CC1	0.0	-1	-7	-3	5	0.0	-2	-11
9	CC(C)(C)OC(=O)NCCCCCc1cn(CC(=O)NCCCCCCCCCCC(=O)N2CCN(C(=O)OC(C)(C)C)CC2)nn1	0.2	-1	7	5	/	-3.8	1	9
10	Cc1ccc(S(=O)(=O)N[C@H]2CC[C@H](CC(=O)N3CCN(c4ccccc4)CC3)O[C@@H]2CO)cc1	-0.2	-2	-7	4	12	1.0	17	/
11	Cc1ccc(OCC(=O)NCCCNC(=O)c2ccccn2)cc1	0.4	-4	4	0	-3	-1.5	-8	-11
12	CC1CCN(C(=O)c2cc(-c3ccco3)on2)CC1	-0.1	-1	-10	30	0	0.8	-13	/

(cont.)
entry	SMILES	XiGFP reactiv	ERAP1 HTS inh	RAD54 branch	esBAF inh	INS-1E GSIS act	CFTR F508del cor	RAD52 anneal inh	ARNT TACC3 PPI
13	CC(=O)CCC(=O)c1ccc2ccccc2c1	-0.1	1	2	/	10	-3.7	-20	-2
14	O=C(CCc1c[nH]c2ccccc12)NCCOc1ccccc1	0.0	0	-3	-5	12	1.6	-7	13
15	C[C@@H]1CCCCO[C@@H](CN(C)Cc2ccc(Cl)c(Cl)c2)[C@@H](C)CN([C@@H](C)CO)C(=O)c2cc(NS(=O)(=O)c3ccccc3)ccc2O1	0.3	-3	-8	-3	4	1.1	-2	9
16	O=C(C[C@@H]1CC[C@@H]2[C@H](COC[C@H](O)CN2Cc2ccncc2)O1)NCc1ccncc1	0.0	-1	-3	-3	29	-0.6	-4	-20
17	COC(=O)C[C@H]1CC[C@H]2[C@H](COc3ccc(NC(=O)c4cc(F)cc(F)c4)cc3C(=O)N2C)O1	0.0	/	-1	-3	2	1.6	/	-8
18	O=C(CNC(=O)OCc1ccccc1)NC1CCCCNC1=O (centres undefined)	0.0	1	-10	-7	0	0.6	-8	-9
19	CN1c2ccc(C3=CCCCC3)cc2[C@@H]2[C@@H](CCN2S(=O)(=O)c2ccccc2F)[C@H]1CO	0.0	-3	-2	-4	-1	4.7	-7	4
20	CC1=C(C(=O)N(C(C)C)C(C)C)CC(CC(=O)NCC2CCCCC2)C(=O)N1Cc1ccccc1 (centres undefined)	/	11	-5	1	-18	-2.5	-6	/
21	O=C(NCc1ccc(F)cc1)c1cc(C2CCCN(C(=O)c3ccc4ccccc4c3)C2)on1 (centres undefined)	-0.1	2	-14	-10	/	-1.4	-17	/
22	CCN(CC)C(=O)c1cccc(C)c1	0.0	5	10	2	/	-17	3	-4
23	COc1ccc(CN(CC(=O)NC2CCCC2)C(=O)c2csnn2)cc1	-0.1	1	-10	0	-3	0.3	-13	2
24	CC(CN1CCN(C/C=C/c2ccccc2)CC1)c1ccccc1 (centres undefined)	-0.1	-2	2	1	-6	-1.4	-25	2

Remaining list, next part
entry	SMILES	XiGFP reactiv	ERAP1 HTS inh	RAD54 branch	esBAF inh	INS-1E GSIS act	CFTR F508del cor	RAD52 anneal inh	ARNT TACC3 PPI
25	CCOc1ccc2nc(SC3CC(=O)N(c4ccc(OC)cc4OC)C3=O)sc2c1 (centres undefined)	1.1	3	/	/	-2	-1.4	1	6
26	Cc1cc(C)n2nc(C(=O)OCC(=O)c3c[nH]c4ccccc34)nc2n1	0.1	0	/	/	-5	0.4	-29	-1
27	Brc1cnc(N2CCCC2)nc1N1CCCCC1	0.3	/	4	4	5	1.4	-3	1
28	Cc1cccc(N2CCN(C(=O)c3cc(=O)[nH]c4ccccc34)CC2)c1C	0.1	6	/	/	8	0.6	-13	-1
29	COc1ccc2cc(C(=O)C3CCCN(C(=O)c4ccnn4C)C3)ccc2c1 (centres undefined)	0.1	-2	3	40	-20	-2.6	-14	-1
30	CCCCN1C(=O)C(CC(=O)NCc2ccco2)CC(C(=O)N(C(C)C)C(C)C)=C1C (centres undefined)	0.1	-2	7	-6	-2	3.3	1	/
31	C/C=C/c1ccc([C@H]2[C@@H](CO)N(C(C)=O)[C@H]2CNC(=O)CC2CC2)cc1	0.0	-3	-3	2	2	1.6	-30	-8
32	CCCc1cc(C(=O)Nc2ccc(C(=O)c3ccc(C)cc3)cc2)n(C)n1	0.2	3	-1	-1	-11	-0.4	-41	-12
33	O=C(CN1C(=O)C2CC=CCC2C1=O)Nc1ccc(S(=O)(=O)Nc2nccs2)cc1 (centres undefined)	-0.2	/	/	/	3	-0.1	-16	-9
34	COc1ccc(S(=O)(=O)NC2(C(F)(F)F)NC(=O)N(CCc3ccccc3)C2=O)cc1 (centres undefined)	0.5	-2	7	13	8	-1.8	-24	1
35	NC(CSC1(c2ccc(Cl)cc2)c2ccccc2-c2ccccc21)C(=O)O (centres undefined)	-0.1	1	/	/	/	0.8	-11	-4
36	CC(C)COC(=O)N(C)C[C@@H]1OCc2cn(nn2)CCCC(=O)N([C@H](C)CO)C[C@@H]1C	-0.3	/	/	0	2	-1.4	/	/

Arranged by SMILES length (lowest first): some entries from above
entry	SMILES	XiGFP reactiv	ERAP1 HTS inh	RAD54 branch	esBAF inh	INS-1E GSIS act	CFTR F508del cor	RAD52 anneal inh	ARNT TACC3 PPI
27	Brc1cnc(N2CCCC2)nc1N1CCCCC1	0.3	/	4	4	5	1.4	-3	1
32	CCCc1cc(C(=O)Nc2ccc(C(=O)c3ccc(C)cc3)cc2)n(C)n1	0.2	3	-1	-1	-11	-0.4	-41	-12
25	CCOc1ccc2nc(SC3CC(=O)N(c4ccc(OC)cc4OC)C3=O)sc2c1 (centres undefined)	1.1	3	/	/	-2	-1.4	1	6
34	COc1ccc(S(=O)(=O)NC2(C(F)(F)F)NC(=O)N(CCc3ccccc3)C2=O)cc1 (centres undefined)	0.5	-2	7	13	8	-1.8	-24	1

The list continues.
entry	SMILES	XiGFP reactiv	ERAP1 HTS inh	RAD54 branch	esBAF inh	INS-1E GSIS act	CFTR F508del cor	RAD52 anneal inh	ARNT TACC3 PPI
37	COc1ccc(NC(=O)N(C)C[C@H]2OCCCC[C@@H](C)Oc3ccc(NC(=O)Nc4ccccc4)cc3C(=O)N([C@H](C)CO)C[C@H]2C)cc1	-0.1	-1	-6	1	-20	1.4	-16	4
38	CCC(=O)Nc1ccc2c(c1)C(=O)N(C)C[C@@H](OC)[C@H](C)CN(C(=O)COC)[C@H](C)CO2	0.6	0	-6	2	24	-2.9	-22	-17
39	CCN(CC)C(=O)c1cn(CCC#N)nc1-c1ccc(F)cc1	0.0	-4	-11	-9	21	1.8	-16	-19
40	CC(C)C#Cc1ccc2c(c1)O[C@@H](CN(C)C(=O)Cc1ccccn1)[C@H](C)CN([C@@H](C)CO)S2(=O)=O	-0.1	-1	3	7	-8	2.0	-22	4
41	CC(=O)N(C)C[C@@H]1Oc2cc(/C=C/c3ccccc3)ccc2S(=O)(=O)N([C@@H](C)CO)C[C@H]1C	-0.5	2	5	0	-25	-0.1	5	4
42	O=C(Nc1ccccc1)c1ccc(=O)n(Cc2ccc(F)c(F)c2)c1	0.4	0	4	-3	-15	-2.1	5	-2
43	O=C(CCc1ccc(S(=O)(=O)NCCc2ccccc2)cc1)NCc1ccco1	/	/	3	5	-3	/	/	-5
44	CCCc1cn(CC[C@@H]2CC[C@@H](NC(=O)C3CCCC3)[C@H](CO)O2)nn1	1.5	3	-27	0	14	2.3	2	-11
45	CN(C)C(=O)[C@H]1[C@H](CO)[C@H]2Cn3c(ccc(/C=C/c4ccccc4)c3=O)[C@H]2N1C(=O)c1cccnc1	0.3	-2	-4	3	-2	/	-5	-8
46	COc1ccc(CCNC(=O)C2CCCN2C(=O)Nc2cccc(OC)c2)cc1 (centres undefined)	0.1	-4	5	2	-11	-1.5	-13	-7
47	COc1ccc(CC(=O)OCC(=O)N(C)C2CCS(=O)(=O)C2)cc1OC (centres undefined)	0.2	2	5	-5	9	-1.3	10	-3
48	Cn1c(SCC(=O)Nc2ccc(C(N)=O)cc2)nc2c(c1=O)SCC2	-0.1	-1	12	-1	/	0.8	-15	-12

The results go on:
entry	SMILES	XiGFP reactiv	ERAP1 HTS inh	RAD54 branch	esBAF inh	INS-1E GSIS act	CFTR F508del cor	RAD52 anneal inh	ARNT TACC3 PPI
49	NC(Cc1ccccc1)c1csc(Nc2ccc(C(=O)NCCO)cc2)n1 (centres undefined)	0.0	1	4	1	-1	-3.6	-22	/
50	C[C@@H]1CN([C@@H](C)CO)C(=O)c2c(c3ccccc3n2C)-c2ccccc2CO[C@H]1CN(C)Cc1ccncc1	-0.2	1	2	4	-8	1.3	5	-1
51	CCCN(CC(=O)Nc1ccccc1OC)C(=O)c1ccc2[nH]c3c(c2c1)CC(C)CC3 (centres undefined)	0.0	-3	-3	6	-21	-3.5	-14	6
52	CCOC(=O)C1=CN(CC)S(=O)(=O)NC1c1ccccc1 (centres undefined)	-0.2	-3	-2	-1	4	3.0	-6	-6
53	CCc1nccn1CCC(=O)NC1CCCc2c1cnn2-c1ccc(F)cc1F (centres undefined)	0.3	1	-7	9	9	0.9	-8	2
54	CC(C)C(=O)N1CCN(c2ccc([N+](=O)[O-])c(NC(C)c3ccccc3)c2)CC1 (centres undefined)	-0.1	2	-1	/	/	0.2	-5	6
55	O=S(=O)(N[C@@H]1CC[C@@H](CCn2cc(C3(O)CCCC3)nn2)O[C@@H]1CO)c1ccc(Cl)cc1	0.2	4	2	2	17	0.2	-8	-6
